NCOA2 inhibitor: human SRC2 (NCOA2) inhibition; Q15596; HEK293 GAL4-SRC2 luciferase reporter, luminescence; inhibition, % at 9 µM; 0.17% of 370,000 active;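 active means inhibition above the mean inhibition of all tested compounds plus 3 SD, set per campaign, cut at about 52% in these data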;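 further: 0% = DMSO treated cells and 100% = cells given Gossypol at 36 µM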
Target sequence (Q15596 whole entry, looked up, the tested form may be a part): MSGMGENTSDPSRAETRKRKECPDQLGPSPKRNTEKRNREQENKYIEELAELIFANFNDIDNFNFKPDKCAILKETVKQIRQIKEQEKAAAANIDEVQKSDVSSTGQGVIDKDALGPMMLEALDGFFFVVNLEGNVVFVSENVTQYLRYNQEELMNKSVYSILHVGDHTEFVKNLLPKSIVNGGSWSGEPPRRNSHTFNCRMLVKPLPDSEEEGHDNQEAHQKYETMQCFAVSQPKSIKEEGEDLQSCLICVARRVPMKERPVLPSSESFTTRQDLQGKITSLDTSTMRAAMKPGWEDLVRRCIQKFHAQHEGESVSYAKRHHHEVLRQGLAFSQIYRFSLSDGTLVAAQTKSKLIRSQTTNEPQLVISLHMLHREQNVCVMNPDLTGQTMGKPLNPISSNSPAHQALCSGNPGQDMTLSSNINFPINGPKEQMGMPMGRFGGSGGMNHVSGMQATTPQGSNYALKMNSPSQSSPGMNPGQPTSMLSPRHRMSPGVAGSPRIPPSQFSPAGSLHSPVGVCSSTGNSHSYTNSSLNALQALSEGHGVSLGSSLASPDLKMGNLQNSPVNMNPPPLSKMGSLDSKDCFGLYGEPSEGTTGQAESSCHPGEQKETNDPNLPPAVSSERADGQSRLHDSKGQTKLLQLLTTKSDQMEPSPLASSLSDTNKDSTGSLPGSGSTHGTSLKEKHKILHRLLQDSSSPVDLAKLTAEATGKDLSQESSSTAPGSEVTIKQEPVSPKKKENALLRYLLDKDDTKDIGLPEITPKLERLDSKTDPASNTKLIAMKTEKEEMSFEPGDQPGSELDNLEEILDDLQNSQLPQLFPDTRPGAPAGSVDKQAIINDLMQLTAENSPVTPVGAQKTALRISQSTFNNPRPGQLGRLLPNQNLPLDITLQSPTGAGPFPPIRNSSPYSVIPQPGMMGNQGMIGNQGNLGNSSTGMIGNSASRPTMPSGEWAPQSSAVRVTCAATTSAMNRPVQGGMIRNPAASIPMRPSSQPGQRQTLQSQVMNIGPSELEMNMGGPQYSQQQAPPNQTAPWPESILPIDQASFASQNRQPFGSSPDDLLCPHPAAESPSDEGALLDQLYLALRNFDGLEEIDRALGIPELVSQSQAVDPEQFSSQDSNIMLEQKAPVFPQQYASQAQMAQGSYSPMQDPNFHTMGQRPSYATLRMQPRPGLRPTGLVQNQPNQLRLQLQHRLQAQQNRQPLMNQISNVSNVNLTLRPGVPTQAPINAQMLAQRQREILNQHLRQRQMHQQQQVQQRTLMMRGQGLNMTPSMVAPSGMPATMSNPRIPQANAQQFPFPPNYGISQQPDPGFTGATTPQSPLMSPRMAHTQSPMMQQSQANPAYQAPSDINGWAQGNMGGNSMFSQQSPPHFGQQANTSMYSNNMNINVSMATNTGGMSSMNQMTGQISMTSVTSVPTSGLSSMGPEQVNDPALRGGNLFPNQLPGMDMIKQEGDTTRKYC
SRC3 inh: inhibits human SRC3 coactivator; 0.17% of 360,000 active; Q9Y6Q9; inhibition, % at 3.6 µM; HEK293 GAL4-SRC3 luciferase reporter, luminescence;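 active means inhibition above a per-campaign cutoff, the mean of all compounds plus 3 SD, cut at about 60% in these data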;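 further: 0% = DMSO-treated cells and 100% = gossypol-treated cells at 36 µM; higher means less SRC3-driven luciferase light from the GAL4 reporter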
TWEAK Fn14 block: TWEAK-Fn14 signaling inhibition; 2% of 360,000 active; TWEAK-stimulated Fn14 reporter cells, luciferase luminescence, 8 h; inhibition, % at 10 µM; AID 1159606; in the data active means inhibition above about 50%
KKLEB cytotox: CF airway cell cytotoxicity counter-screen | AID 602141 | 0.36% of 360,000 active | KKLEB CF airway cells viability, ATPlite luminescence, overnight; active compounds read low; cells stimulated with P. aeruginosa culture filtrate | activity change (cytotoxicity), % at 5 µM;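 active means corrected activity change at or below -50% at 5 µM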
C8 TRAIL sens: sensitizes caspase-8 expressing cells to TRAIL | NB7+C8 cells + TRAIL, ATPlite viability luminescence | inhibition (viability loss, TRAIL sensitization), % at 10 µM | 1% of 360,000 active | AID 624354;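 active means compounds causing at least 50% loss of cell viability in the single-dose screen, relative to plate controls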
TROY NFkB inh: blocks TROY-dependent signaling in reporter cells; Q293 LMP1-TROYcd NF-kB luciferase reporter, 4 h; inhibition, % at 10 µM; 0.98% of 360,000 active;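 active means compounds whose plate-normalised and pattern-corrected inhibition of the luciferase reporter signal at the single screening dose is 50% or more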
NCOA1 inh: inhibitors of human steroid receptor coactivator 1 (SRC1). inhibition, % at 3.6 µM. 0.12% of 360,000 active. Q15788. HEK293 GAL4-SRC1 luciferase reporter, luminescence;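 active means inhibition above the campaign mean plus 3 SD, with each screening campaign given its own cutoff, cut at about 60% in these data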;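 further: 0% = DMSO treated cells and 100% = gossypol at 36 µM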
COUP-TFII inh: NR2F2 (human) inhibition, primary screen. AID 686940. 0.7% of 370,000 active. P24468. HEK293T NGFI-A luciferase reporter, luminescence. inhibition, % at 8.6 µM;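 active means inhibition above a per-plate cutoff, mean inhibition of test wells between control levels plus 3 SD, cut at about 38% in these data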;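 further: cells cotransfected with COUP-TFII expression vector driving the NGFI-A reporter; 0% = median of COUP-TF2 test wells and 100% = reporter-only cells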
LMP1 NFkB inh: Epstein-Barr LMP1 NF-kappaB reporter inhibition | inhibition, % at 12.5 µM | 0.69% of 350,000 active | LMP1-induced NF-kappaB luciferase reporter cells, luminescence; in the data active means inhibition above about 41%;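 further: 0% = neutral control wells and 100% = reference inhibitor control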
CF NFkB inh: blocks PAF-induced NF-kB reporter in cystic fibrosis cells. KKLEB NF-kB-GFP reporter, GFP fluorescence overnight. inhibition, % at 5 µM. 0.86% of 360,000 active. AID 588850;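 active means at least 50% inhibition at 5 µM, scaled per plate between neutral and stimulator controls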;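 further: PAF is a Pseudomonas aeruginosa culture filtrate used as stimulus; plate controls were PAF-stimulated DMSO wells for no effect and unstimulated DMSO wells for full effect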
LRH-1 inv ag: suppresses constitutive activity of human LRH-1 | inhibition, % at 3.6 µM | HEK293T StAR-luciferase reporter, LRH-1 transfected, 24 h | AID 602396 | 0.13% of 360,000 active;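 active means inhibition above the mean inhibition of all tested compounds plus 3 SD, cut at about 73% in these data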;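 further: 0% = DMSO wells and 100% = reporter-only cells lacking LRH-1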
An asterisk follows results filed as active; . = not tested or not shown.

SMILES | NCOA2 inhibitor | SRC3 inh | TWEAK Fn14 block | KKLEB cytotox | C8 TRAIL sens | TROY NFkB inh | NCOA1 inh | COUP-TFII inh | LMP1 NFkB inh | CF NFkB inh | LRH-1 inv ag
Cc1ccc(C2CC(c3ccco3)n3nc(N)nc3N2)cc1 (stereo not drawn) | -18 | -3 | 2 | 14 | 1 | -19 | 14 | -2 | 7 | 4 | 23
Cc1[nH]nc2c1C(c1cccnc1)N(c1ccc(Br)cc1)C2=O (stereo not drawn) | -3 | -23 | -4 | -1 | -7 | -17 | -3 | 11 | 0 | 0 | -19
O=c1cccc(-c2ccccc2)[nH]1 | -16 | -10 | 7 | 2 | -6 | 0 | 1 | 8 | 0 | -15 | 2
O=C1CC(c2ccc(F)cc2)Cc2nc(N3CCN(c4ccccc4)CC3)ncc21 (stereo not drawn) | -2 | -4 | 45 | 2 | -3 | -2 | -6 | -77 | 0 | -12 | -10
CCC1=C(OC(=O)N(CC)CC)N2C(=O)OC(=NCCOC)[C@]2(Cc2ccccc2)[C@H]2C1=CC[C@H]1C(=O)N(C)C(=O)[C@H]12 | 5 | -11 | -22 | -22 | -1 | 13 | -5 | -3 | 5 | 20 | 2
COc1ccccc1N1CCN(C(=O)C(C)NC(=O)c2cccc([N+](=O)[O-])c2)CC1 (stereo not drawn) | 13 | 2 | 0 | 2 | -2 | 4 | -10 | 0 | 3 | 4 | -13
CCCCCCNC(=O)O[C@H]1Cn2c(=O)ccc(=O)n2[C@@H]2CN(S(=O)(=O)c3ccc(C)cc3)C[C@]12O | 14 | 5 | 89* | -14 | 28 | 13 | 16 | 26 | 8 | 62* | 23
COc1cccc(CN2CC(C(=O)NCCN3CCOCC3)CCC2=O)c1 (stereo not drawn) | -25 | 5 | -19 | 13 | 4 | -9 | -15 | -21 | 0 | -14 | -6
CCOC(=O)N1CCN(C(=O)c2ccc(-n3c(C)ccc3C)cc2)CC1 | 12 | 6 | 5 | -2 | -14 | -4 | -34 | 16 | -19 | 17 | -2
O=C(NCc1cccs1)c1ccncc1 | 26 | 2 | 13 | 6 | -1 | 5 | -20 | 7 | 4 | 9 | -27
C=CCN(Cc1ccc(OC)c(OC)c1)C(=O)N1CCOCC1 | -23 | 3 | -20 | 6 | -7 | 9 | -8 | 7 | -2 | 4 | 14
Cc1cccc(OC(=O)c2cncc(Br)c2)c1 | 13 | 9 | 12 | 3 | 1 | 6 | 14 | -11 | -5 | 16 | 3
CCNc1nc(C)cc(COC)c1C#N | 5 | 9 | -4 | 1 | 0 | -4 | -7 | -15 | -1 | 22 | 4
O=C(Nc1cccc(C(F)(F)F)c1)c1n[nH]c(Cn2cncn2)n1 | 2 | -19 | -18 | -7 | -4 | 7 | 12 | 7 | -1 | -1 | 0
COc1ccc(CC(=O)Nc2cccc(S(=O)(=O)N3CCOCC3)c2)cc1OC | 1 | 24 | 17 | 4 | 9 | 19 | 21 | 47* | 17 | -18 | 27

Three of the entries above in order of their number in COUP-TFII inh, high to low:
canonical_smiles	NCOA2 inhibitor	SRC3 inh	TWEAK Fn14 block	NCOA1 inh	COUP-TFII inh	LMP1 NFkB inh	CF NFkB inh	LRH-1 inv ag
Cc1[nH]nc2c1C(c1cccnc1)N(c1ccc(Br)cc1)C2=O (stereo not drawn)	-3	-23	-4	-3	11	0	0	-19
O=c1cccc(-c2ccccc2)[nH]1	-16	-10	7	1	8	0	-15	2
CCC1=C(OC(=O)N(CC)CC)N2C(=O)OC(=NCCOC)[C@]2(Cc2ccccc2)[C@H]2C1=CC[C@H]1C(=O)N(C)C(=O)[C@H]12	5	-11	-22	-5	-3	5	20	2

More records
SMILES | NCOA2 inhibitor | SRC3 inh | TWEAK Fn14 block | KKLEB cytotox | C8 TRAIL sens | TROY NFkB inh | NCOA1 inh | COUP-TFII inh | LMP1 NFkB inh | CF NFkB inh | LRH-1 inv ag
CCc1ccc(NC(=O)CSc2nc(O)cc(=O)n2C2CCCC2)cc1 | -16 | 17 | 6 | 4 | -5 | 0 | 1 | 19 | 9 | -11 | -2
COc1ccc(NC(=O)c2cccc(Oc3ccccc3)c2)cn1 | 3 | -17 | 11 | -6 | 28 | -17 | -13 | -22 | -8 | 13 | -12
O=C(NCc1ccccc1)c1nc(S(=O)(=O)Cc2ccccc2)ncc1Cl | -6 | -45 | 82* | -30 | 32 | 70* | -28 | 0 | -14 | 87* | -20
CC(C)c1ccc(S(=O)(=O)c2nnn3c2nc(N2CCCCC2)c2ccccc23)cc1 | -4 | 8 | 1 | 6 | 21 | 10 | -17 | 10 | 3 | 13 | -16
CC1(c2ccccc2Cl)NC(=O)N(CC(=O)Nc2ccc(N3CCOCC3)cc2)C1=O (stereo not drawn) | 13 | -14 | 1 | -12 | -5 | -5 | 8 | -17 | 0 | 20 | -7
COc1ccc(OC)c(C2NC(=O)c3sc(=S)n(-c4ccccc4)c3N2)c1 (stereo not drawn) | -5 | 7 | -22 | -20 | -3 | 3 | -6 | -1 | -13 | 10 | 47
CCS(=O)(=O)N1Cc2ccccc2CC1C(=O)NCc1cccc(OC)c1 (stereo not drawn) | 17 | 20 | 7 | 3 | -16 | 20 | 2 | -12 | 2 | -1 | 8
CCN(CCNC(=O)c1ccc2nc(-c3ccccc3NC(C)=O)c(=O)[nH]c2c1)c1ccccc1 | -32 | 0 | 1 | -10 | 15 | -16 | 0 | -9 | 2 | -18 | 13
Cc1cc(C)nc(SCC(=O)Nc2ccc(S(=O)(=O)N3CCCCC3)cc2)n1 | -2 | 6 | -8 | -4 | -1 | 11 | 3 | 12 | 6 | 7 | 15
NS(=O)(=O)c1ccc(NC(=S)Nc2ccn(Cc3cccc4ccccc34)n2)cc1 | 16 | 11 | 36 | -11 | 22 | 28 | 2 | 23 | 26 | 32 | 7
N#Cc1ccc(Sc2ccccn2)c([N+](=O)[O-])c1 | -5 | 16 | -4 | 2 | -2 | 12 | 11 | 15 | -3 | 8 | -2
Cc1nn(-c2ccccc2)c(C)c1/C=N/O | -6 | -9 | -8 | 10 | 6 | -23 | -24 | 2 | -11 | -26 | -12
COc1cc(OC)cc(C(=O)NC2CCCN(Cc3ccc(Cl)cc3)C2)c1 (stereo not drawn) | -10 | 4 | 7 | -14 | 11 | 13 | 6 | 14 | 1 | 10 | 0
Cc1c(NC(=O)C2Cc3ccccc3CN2C(=O)c2ccco2)c(=O)n(-c2ccccc2)n1C (stereo not drawn) | -19 | 19 | 0 | -3 | -15 | 12 | -8 | -3 | -4 | -4 | -6
O=C(NCCC1=CCCCC1)C1CCCN(S(=O)(=O)c2cccc3cccnc23)C1 (stereo not drawn) | 2 | 6 | 1 | 4 | 5 | 21 | -1 | 21 | -8 | -13 | -4
CCc1ccc(-c2ccc(C(=O)O)cc2)nc1 | -56 | -61 | 19 | -1 | 9 | -39 | -79 | -32 | -13 | -8 | -37
COC(=O)CCCCNC(=O)Nc1ccccc1 | 8 | -14 | 2 | 5 | 9 | -3 | -3 | 22 | -5 | 13 | -2
Cc1onc(-c2ccccc2)c1C(=O)OCC(=O)N1CCN(c2ccccc2)CC1 | 5 | 13 | -7 | -7 | 1 | 12 | -4 | -2 | -4 | 25 | 10
Cc1cn([C@@H](CCCCNC(=O)OC(C)(C)C)C(=O)NCCCCCCCCCCC(=O)N2CCN(C(=O)OC(C)(C)C)CC2)nn1 | . | 64* | 88* | -4 | 40 | 70* | 35 | . | 8 | 5 | 35
NC(Cc1ccc(C(F)(F)F)cc1)c1csc(Nc2ccccn2)n1 (stereo not drawn) | -4 | -1 | 2 | -7 | -9 | -10 | -5 | 0 | . | -3 | -11
Nc1nonc1-c1noc(-c2ccccc2)n1 | -30 | -35 | -16 | 7 | 14 | -4 | -21 | -31 | 1 | 8 | -42
CC(=O)Nc1ccc(/C(C)=N/Nc2nc(Nc3ccccc3)nc(N3CCOCC3)n2)cc1 | -49 | 4 | -18 | -9 | -4 | 6 | -31 | -7 | -64 | -5 | -38
CC(C)N(Cc1nccn1C)C(=O)c1ccc(OC2CCN(C(=O)C3CC3)CC2)cc1 | -4 | 13 | 27 | 9 | -15 | 1 | -15 | 1 | -6 | -14 | -7
Nc1ccc(O)c2c(=O)cc(-c3ccccc3Cl)oc12 | -34 | -90 | 28 | -11 | 4 | -59 | -82 | -43 | -8 | 11 | -122
CN(CC(=O)Nc1ccc(N2CCOCC2)cc1)CC(=O)Nc1ccc([N+](=O)[O-])cc1Br | -6 | 16 | 7 | 3 | -15 | 20 | 12 | -7 | -3 | -3 | 2
Cn1nnnc1SCC1=C(C(=O)O)N2C(=O)C(NC(=O)C3CC3c3ccccc3)C2SC1 (stereo not drawn) | 15 | 2 | 2 | -7 | -5 | 1 | -8 | -1 | 1 | 17 | -2
Cc1ccc(S(=O)(=O)N(C)C)cc1NC(=O)Nc1ccccc1 | -6 | 8 | -9 | -6 | -12 | -8 | 6 | 18 | -7 | 8 | 15
CCOC(=O)c1c(-c2cccs2)csc1NC(=O)c1ccco1 | -5 | -22 | -7 | 0 | 5 | 13 | -20 | 1 | -1 | 6 | -18
COc1cc(C)ccc1OCCOCCOc1c(C)cc(C)cc1Br | 3 | -6 | 2 | -6 | -3 | -9 | -26 | 4 | 3 | 9 | 4
Cc1ccc(CNC(=O)C2CCC(=O)N(C3CCCC3)C2)c(F)c1F (stereo not drawn) | 0 | 23 | 0 | -10 | -32 | 8 | 21 | -5 | 8 | 6 | 10

Entries from the list above that have a cyano group (2):
SMILES | NCOA2 inhibitor | SRC3 inh | TWEAK Fn14 block | KKLEB cytotox | C8 TRAIL sens | TROY NFkB inh | NCOA1 inh | COUP-TFII inh | LMP1 NFkB inh | CF NFkB inh | LRH-1 inv ag
CCNc1nc(C)cc(COC)c1C#N | 5 | 9 | -4 | 1 | 0 | -4 | -7 | -15 | -1 | 22 | 4
N#Cc1ccc(Sc2ccccn2)c([N+](=O)[O-])c1 | -5 | 16 | -4 | 2 | -2 | 12 | 11 | 15 | -3 | 8 | -2

Copied from the list.
Value for COc1cc(C)ccc1OCCOCCOc1c(C)cc(C)cc1Br in LMP1 NFkB inh: 3
Value for CC(=O)Nc1ccc(/C(C)=N/Nc2nc(Nc3ccccc3)nc(N3CCOCC3)n2)cc1 in LMP1 NFkB inh: -64
Value for Cc1ccc(S(=O)(=O)N(C)C)cc1NC(=O)Nc1ccccc1 in C8 TRAIL sens: -12
